# PvdQ acylase = P. aeruginosa PvdQ acylase inhibitors, primary screen, biochemical, fluorescence, plate reader and imaging, single point. inhibition, % at 10 µM. 340,000 compounds, 0.063% hits. purified PvdQ acylase; in the data active means inhibition above about 30%, passing the limit was not always enough;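 further: 0% = vehicle neutral wells and 100% = reference inhibitor wells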
# Wnt act = Wnt/beta-catenin pathway activators, primary screen, cell-based, plate reader, single point | Wnt/beta-catenin reporter cell assay, activator | activation, % at 9.35 µM | 300,000 compounds, 1.2% hits | AID 743398, 2014; in the data active means activation above about 30%, passing the limit was not always enough;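 further: 0% = neutral control wells and 100% = positive control wells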
# RTF Ca sens act = cardiac RTF calcium sensitivity activators, primary screen, biochemical, IANBD-TnC fluorescence, EC20 calcium | IANBD-labeled TnC RTF fluorescence at EC20 calcium; 0% EC20 calcium, 100% full calcium | activation, % at 7.2 µM | Troponin I, cardiac muscle (Homo sapiens) + Troponin T, cardiac muscle (Homo sapiens) + … | 340,000 compounds, 0.24% hits;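 active means activation above the mean over all tested compounds plus 3 SD, cut at about 30% in these data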;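 further: rise in fluorescence read as greater calcium sensitivity of cardiac thin filaments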
# MITF act = activators of MITF-driven TRPM1 promoter reporter, primary screen, cell-based, SK-MEL-5, luciferase, single point. SK-MEL-5 TRPM1-promoter luciferase, 24 h; % of positive control, neutral wells = 0. activation, % at 12.5 µM. 300,000 compounds, 0.75% hits. AID 588334, 2011;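 active means mean activation of at least 80% with every replicate also reaching 80%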;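 further: 0% = neutral control wells and 100% = parthenolide positive control wells; values of inactives mirror those of a sister screen read the other way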
# dFosB activator = activators of delta FosB homodimer, primary screen, biochemical, fluorescence polarization, TAMRA-CDK5 oligo, single point. 340,000 compounds, 0.99% hits. activation, % at 25 µM. Protein FosB (Mus musculus), P13346. AID 493131, 2011. purified delta FosB; percent of positive-control signal above neutral wells;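 active means mean activation above about 17%, with every replicate also reaching it, limit read from the data, passing the limit was not always enough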;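 further: fluorescence polarization rise as delta FosB binds a TAMRA Cdk5 AP-1 oligo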
# Target sequence (P13346 whole entry, looked up): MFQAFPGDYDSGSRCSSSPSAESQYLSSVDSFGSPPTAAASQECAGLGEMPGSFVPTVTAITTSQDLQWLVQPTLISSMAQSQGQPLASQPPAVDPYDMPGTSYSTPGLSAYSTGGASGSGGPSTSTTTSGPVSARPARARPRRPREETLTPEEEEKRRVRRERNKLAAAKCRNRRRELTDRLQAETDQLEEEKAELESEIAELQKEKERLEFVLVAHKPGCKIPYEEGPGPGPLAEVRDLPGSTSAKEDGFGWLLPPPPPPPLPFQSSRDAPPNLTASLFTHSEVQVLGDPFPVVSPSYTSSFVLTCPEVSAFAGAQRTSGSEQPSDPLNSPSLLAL
# SR-BI DiI-HDL act = activators of SR-BI mediated DiI-HDL uptake, primary screen, ldlA[mSR-BI] CHO cells, DiI fluorescence | 3 h; 100 = double the neutral-control signal | activation, % at 12.5 µM | 320,000 compounds, 0.096% hits;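 active means mean replicate activation of at least 60% and every replicate at or above 60%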;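 further: 0% = median plate neutral-control signal and 100% = twice that signal; values of inactives mirror those of a sister screen read the other way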
#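 Material: SR-BI-overexpressing, LDLR-lacking CHO cells | Dosing: Single compound concentration, delivered by pin transfer | Probe or stimulus: Labelled HDL, 10 µg/mL | Signal: Bottom-read cell fluorescence after medium removal, ex 550/em 595 nm | Schedule: 3 h, 37 °C | Evaluation: HDL uptake via cellular fluorescence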
# CDK5 inh = inhibitors of human CDK5/p35 kinase, primary screen, biochemical, single concentration | Recombinant CDK5/p35, ADP-Glo luminescence, 60 min | inhibition, % at 10 µM | 330,000 compounds, 0.01% hits | AID 488839, 2010;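 active means highest replicate inhibition of at least 50% and at least 75% of replicates reaching 50%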;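 further: plate controls were DMSO neutral control for no effect and GW8510 at 10 µM for full effect; many of its hits are not listed in these tables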
# Target sequence (Q00535 whole entry, looked up): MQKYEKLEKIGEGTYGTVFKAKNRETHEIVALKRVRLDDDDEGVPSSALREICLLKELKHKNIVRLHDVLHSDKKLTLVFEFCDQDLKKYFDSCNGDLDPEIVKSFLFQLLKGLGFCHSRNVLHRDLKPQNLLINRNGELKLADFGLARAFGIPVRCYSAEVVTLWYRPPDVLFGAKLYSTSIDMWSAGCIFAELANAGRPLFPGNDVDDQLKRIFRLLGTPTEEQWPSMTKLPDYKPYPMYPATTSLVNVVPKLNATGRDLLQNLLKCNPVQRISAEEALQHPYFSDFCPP
# Target sequence (Q15078 whole entry, looked up): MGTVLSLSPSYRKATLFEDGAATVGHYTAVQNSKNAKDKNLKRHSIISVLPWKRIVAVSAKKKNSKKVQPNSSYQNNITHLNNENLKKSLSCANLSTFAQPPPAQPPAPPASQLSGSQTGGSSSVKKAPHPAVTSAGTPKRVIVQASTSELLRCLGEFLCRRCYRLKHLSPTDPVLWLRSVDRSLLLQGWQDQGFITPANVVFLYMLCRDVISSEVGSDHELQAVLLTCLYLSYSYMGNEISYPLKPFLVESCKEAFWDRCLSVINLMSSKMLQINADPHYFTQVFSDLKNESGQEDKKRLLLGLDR
# HTR5A ag ctr = HTR5A agonists in luminescence cell assay, primary screen, counter-screen for OPRM1-OPRD1 heterodimer agonist project, full-deck HTS; AID 504692, 2011; activation, % at 9.3 µM; cell-based; 340,000 compounds, 0.61% hits; 5-hydroxytryptamine receptor 5A (Homo sapiens), P47898; in the data active means activation mostly above about 9.5%, no sharp cut-off; inactive means mostly below about 7.6%;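 further: 0% = cells with vehicle only and 100% = reference agonist; strong numbers were not always called active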
# Rtt109 Vps75 = inhibitors of C. albicans Rtt109/Vps75 HAT, primary screen, biochemical, ThioGlo CoA-SH fluorescence, plate reader; inhibition, % at 34.9 µM; 330,000 compounds, 0.16% hits; Histone acetyltransferase RTT109 (Candida albicans (strain SC5314 / ATCC MYA-2876)), …; purified Rtt109/Vps75, 4 h;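 active means inhibition of at least 50% in every replicate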
# SR-BI HDL uptake = inhibitors of SR-BI mediated HDL lipid uptake, primary screen, ldlA[mSR-BI] cells, fluorescence, single point; AID 488896, 2010; Scavenger receptor class B member 1 (Mus musculus), Q61009; 320,000 compounds, 0.96% hits; inhibition, % at 12.5 µM; ldlA[mSR-BI] CHO cells, DiI-HDL uptake fluorescence, 3 h;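 active means mean replicate inhibition of at least 70% and a set share of replicates each scoring 70 or more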;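 further: 0% = median of neutral control wells and 100% = median of positive control wells; values of inactives mirror those of a sister screen read the other way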
# Numbers without * were called inactive; nt = not tested or not shown.
entry	molecule	PvdQ acylase	Wnt act	RTF Ca sens act	MITF act	dFosB activator	SR-BI DiI-HDL act	CDK5 inh	HTR5A ag ctr	Rtt109 Vps75	SR-BI HDL uptake
1	O=C(c1cnc2ccccn2c1=O)N1CCc2ccccc21	2	-1	-3	-5	3	18	-2.2	-3	9	-18
2	CCOC(=O)C1(CCc2ccccc2)CCN(Cc2c(O)cccc2OC)CC1	14	-3	-6	-8	-4	-30	-1.1	-2	6	30
3	Cc1cn(CC(C)C)c(=O)n(-c2ccccc2)c1=O	-11	-1	7	-8	6	12	0.3	3	-2	-12
4	C#CCOCCOCCOCCNc1nc(N2CCN(C(=O)[C@H]([C@@H](C)CC)n3cc(CCCCN)nn3)CC2)nc(N2CCN(C(=O)[C@H](C)n3cc(CCCN=C(N)N)nn3)CC2)n1	-28	-1	3	1	5	0	-4.7	10	3	0
5	CC1CN(c2nc(N(C)c3ccccc3)nc(N)c2[N+](=O)[O-])CC(C)O1 (stereo not drawn)	9	2	-1	-6	-2	-40	-1.2	4	-4	40
6	O=C(COn1nnc2ccc(C(F)(F)F)cc21)Nc1nnc(-c2ccccc2)o1	-16	-1	2	nt	1	3	-2.5	3	16	-3
7	COc1ccc(CN2C(=O)CSCC2=O)cc1OC	5	-1	-2	-18	2	28	1.0	1	10	-28
8	O=C(O)c1ccc(/C=N/Nc2nc(N3CCCCC3)nc(N3CCCCC3)n2)cc1	-4	7	0	-10	-5	5	-0.6	0	3	-5
9	CC(C)(C)Cc1nnc(NS(=O)(=O)c2ccc(F)cc2)s1	-17	-1	-3	-8	-5	nt	-1.5	0	6	nt
10	COCCCNC(=O)[C@H](Cc1c[nH]c2ccccc12)NC(=O)OCc1ccccc1	0	-1	-4	-14	-2	2	-2.7	3	4	-2
11	COc1ccccc1C(=O)NCCC(=O)N1CCN(S(=O)(=O)c2ccc(Cl)cc2)CC1	2	-3	1	nt	-6	5	0.2	11	16	-5
12	Cc1cc(C(=O)Nc2sc(C)c(-c3ccc(F)cc3)c2C(N)=O)no1	-12	nt	4	79	7	-7	-0.4	-6	1	7
13	CCOc1cccc(C(=O)NCc2ccccc2)c1	-6	-1	0	-7	-3	15	-1.0	0	3	-15
14	CN1C(=O)S/C(=C/c2ccccc2OCc2ccc(C(=O)O)cc2)C1=O	-1	-1	-1	0	-12	16	1.3	1	0	-16
15	COc1ccc(S(=O)(=O)c2c(O)c3ccc(C(=O)Nc4ccc(F)cc4F)cc3[nH]c2=O)cc1	-10	-2	-3	9	-2	-22	1.6	-1	3	22
16	CCc1c(C(=O)Nc2ccncc2)csc1C	-21	nt	-1	-14	-9	15	1.9	6	16	-15
17	Cc1cc2c(cc1S(=O)(=O)N1CCOCC1)NC(=O)CO2	-19	0	0	5	1	-2	-0.3	10	7	2
18	Cc1ccc(NCCC(=O)c2cccs2)cc1	-6	0	-3	72	3	8	2.0	1	10	-8
19	O=C(c1cc(-c2cccc(Cl)c2)nc2ccccc12)N1CCCC1	-3	-1	6	-9	-5	-43	1.0	4	-1	43
20	COc1cc(NC(=O)COC(=O)/C=C/c2c(C)nn(C3CCS(=O)(=O)C3)c2Cl)cc(OC)c1OC (stereo not drawn)	-2	-2	-4	nt	-1	-20	1.0	-2	3	20
21	Cc1cccc(OC(=O)CCN2C(=O)C3C4C=CC(C5CC45)C3C2=O)c1C (stereo not drawn)	-15	-4	1	5	-5	17	-1.0	-1	-5	-17
22	O=[N+]([O-])c1ccc(S(=O)(=O)Nc2ccc(S(=O)(=O)N3CCCC3)cc2)cc1	-11	-2	-4	-17	-9	4	-0.2	0	8	-4
23	Cc1c(C(=O)OC(C)C)[nH]c2c1C(=O)CC(C)(C)C2	-15	-3	5	-7	-6	-9	-3.9	10	nt	9
24	O=C(Cc1c(F)cccc1Cl)NC1CCN(Cc2ccccc2)CC1	-15	11	1	-1	4	-2	-3.2	-3	-4	2
25	CC(OC(=O)c1ccccc1NCCO)C(=O)Nc1ccc(S(=O)(=O)N2CCOCC2)cc1 (stereo not drawn)	-8	2	-2	-19	-8	-15	0.5	-3	-41	15
26	COC(=O)c1c(NC(=O)CSc2nnnn2-c2ccccc2)sc2c1CCC(C(C)(C)C)C2 (stereo not drawn)	-1	nt	11	3	-5	-32	-1.1	1	-5	32
27	Cc1cc(C[n+]2cc(Cl)ccc2N)c2ncccc2c1	0	-1	-5	2	3	23	-0.3	3	-8	-23
28	Cc1[nH]c2ccccc2c1C(=O)CN1CCC(C)CC1	-13	nt	-2	nt	-4	-14	-0.7	0	1	14
29	CC1CCc2cc(F)cc3c(O)c(C(=O)NCc4ccco4)c(=O)n1c23 (stereo not drawn)	-10	nt	-8	9	-11	26	-1.5	0	-1	-26
30	Cc1ccc(OCC(=O)Nc2ccc3c(c2)OCO3)c([N+](=O)[O-])n1	-16	0	5	65	-1	-20	0.5	2	-2	20
31	COc1ccccc1C(=O)N(CN1CCCC1=O)c1cccc(Cl)c1	-6	nt	-4	-11	-14	1	-0.1	-1	-4	-1
32	CC1(C)Cc2c(cnn2-c2cccc(F)c2)C(NC(=O)CSc2ccccn2)C1 (stereo not drawn)	-1	-1	4	4	-4	6	nt	4	-15	-6
33	CSc1ccccc1NC(=O)c1cc(Cl)sc1Cl	-21	5	0	4	0	-34	0.6	3	1	34
34	CC(C)C[C@H](NC(=O)C1CCN(S(=O)(=O)c2ccccc2)CC1)C(=O)NCc1cccnc1	-17	-1	-5	-6	-9	-5	-1.6	-2	2	5
35	CCn1c(CSCc2ccc(C)cc2)nnc1SCC(=O)N1CCN(c2ccccc2)CC1	8	nt	-3	-11	4	-34	-1.4	-1	12	34
36	Cc1nc(C)c(C(=O)Nc2ccc(Oc3ccccc3)cc2)o1	-15	nt	0	-6	-13	-2	1.8	2	14	2
37	CN(C)c1ccnc2sc(C(=O)c3ccccc3)c(N)c12	-6	79*	4	39	-3	-17	2.3	-2	2	17
38	CCc1ccc(NC(=S)N2CCN(S(=O)(=O)c3ccccc3)CC2)cc1	-4	1	4	1	-8	16	0.8	1	-10	-16
39	COc1ccc(NC(=O)NCc2cccn2C)c(OC)c1	0	-4	2	1	-2	-85	0.1	1	-2	85*
40	COc1cccc(C(=O)NC(=S)Nc2ccc3c4c(cccc24)CC3)c1	3	nt	2	33	3	-29	-1.4	-1	7	29
41	CSC1=C(C#N)C(c2ccccc2Cl)C2=C(N1)c1ccccc1C2=O (stereo not drawn)	-3	nt	-2	nt	2	-37	-2.1	-6	2	37
42	CC(C)C(C(=O)O)N1C(=O)/C(=C/c2cccn2C)SC1=S (stereo not drawn)	-2	7	18	1	-4	0	-7.2	-2	2	0
43	CC(O)CNC(=S)Nc1ccccc1 (stereo not drawn)	-8	0	-1	2	2	31	-7.0	-2	-1	-31
44	CCCCOC(=O)Cn1c(=N)n(CCN(CC)CC)c2ccccc21	-7	nt	-2	5	5	12	-0.5	nt	-8	-12
45	CCn1c(SCC(=O)N/N=C(\C)c2ccncc2)nnc1-c1ccccc1	-1	-3	-4	-2	-6	-14	4.6	3	-4	14
46	N#Cc1nc(COc2ccc(Br)cc2)oc1NCCN1CCOCC1	-10	nt	6	6	-6	30	-0.4	-3	-6	-30
47	Cc1cc(C)n(CCNC(=O)C2CCC(=O)N(CCc3cccc(F)c3)C2)n1 (stereo not drawn)	4	2	0	3	1	5	0.5	-4	-17	-5
48	S=c1[nH]nc2c3c4c(sc3ncn12)CCCC4	-6	nt	-4	21	1	-30	2.4	-3	20	30
49	O=C(Cn1cnc2ccccc21)NC(c1ccccc1)c1ccccc1	5	nt	-8	5	-10	-3	1.4	nt	-7	3
50	COc1cccc(C(=O)NNC(=O)C(=O)N2CCCCC2)c1	-10	0	2	-5	-3	5	-1.7	-1	-7	-5

# Next part.
entry	molecule	PvdQ acylase	Wnt act	RTF Ca sens act	MITF act	dFosB activator	SR-BI DiI-HDL act	CDK5 inh	HTR5A ag ctr	Rtt109 Vps75	SR-BI HDL uptake
51	Cn1c(C(=O)N2CCCc3ccccc32)cc2sccc21	-16	nt	4	11	0	-40	-2.7	2	6	40
52	CN(c1ccccc1)S(=O)(=O)c1cccc(NC(=O)c2cc3ccccc3oc2=O)c1	-10	29	5	28	1	25	1.3	-2	-7	-25
53	Cc1ccc(S(=O)(=O)Nc2cc(C(C)C)c(O)cc2C)cc1	-5	nt	-2	nt	-15	41	3.9	5	3	-41
54	Cc1ccc(NC(=O)c2cn(CCC#N)nc2-c2cccs2)c([N+](=O)[O-])c1	-12	-1	2	13	-10	26	0.0	1	2	-26
55	COc1cccc(COCCN2CCN(S(=O)(=O)c3ccc(C)cc3)CCC2=O)c1	-7	1	1	-5	3	15	-0.6	3	-4	-15
56	CCOC(=O)C1CCCN(C(=O)c2ccccc2NS(=O)(=O)c2ccc(F)cc2)C1 (stereo not drawn)	-11	1	2	-9	-7	nt	-2.3	-2	-10	nt
57	Cc1cccc(N2CCN(C(=O)C3CCCN(S(=O)(=O)c4c(C)noc4C)C3)CC2)c1C (stereo not drawn)	-7	0	-2	3	-9	-63	-1.0	2	-7	63
58	Cc1c2cnn(CC(=O)NCCCN3CCCCC3C)c(=O)c2c(C)n1Cc1ccccc1 (stereo not drawn)	-11	-4	2	nt	6	-5	0.5	-2	-4	5
59	COc1ccc(N2CCN(C(=O)c3ccc(OCc4c(C)noc4C)c(OC)c3)CC2)cc1	0	nt	-6	7	-5	-43	1.3	-3	4	43
60	Cc1cccc(NC(=O)CSc2nnc(CNC(=O)c3ccco3)o2)c1C	-15	1	-7	0	-1	9	1.4	0	-1	-9
61	Cc1nc(C(=O)O)sc1C1(C)CC(c2cccc([N+](=O)[O-])c2)=NO1 (stereo not drawn)	-9	-3	-2	-3	-1	-14	-0.8	5	-8	14
62	O=C(Nc1cccc(S(=O)(=O)N2CCOCC2)c1)c1ccco1	-9	4	8	nt	1	16	-1.0	1	1	-16
63	COc1ccc(N(CC(=O)N2CCCCC2)S(=O)(=O)c2ccccc2)c(OC)c1	-8	-1	7	-5	5	-7	1.9	-7	2	7
64	COc1cc(OC)cc(C(=O)OCC(=O)N2CCCC2)c1	-10	-4	-1	6	1	4	-3.8	-4	3	-4
65	COC(=O)c1ccc(NC(=O)COC(=O)C2CCC2)cc1	6	0	2	7	-7	10	0.7	2	13	-10
66	Cc1cc(C)n(C(=O)CCC2COc3ccccc3O2)n1 (stereo not drawn)	14	0	2	24	4	-9	2.5	6	-1	9
67	CC1(C)CN(c2cccc(C#N)c2)C1=O	-2	-1	3	5	8	26	3.3	1	5	-26

# Assay outcomes: PubChem BioAssay, several laboratories
